# Assay outcomes from PubChem.
# PERK inh – block of dimerizer-induced PERK translation repression, primary screen, PERK inhibitor project, CHO PERK-DD cells, SEAP luminescence, HTS; Eukaryotic translation initiation factor 2-alpha kinase 3 (Homo sapiens), Q9NZJ5; CHO PERK-DD fusion, SEAP luminescence translation reporter; inhibition, % at 5.6 µM; 220,000 tested, 0.17% active; AID 1416, 2008;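 active = inhibition above the mean inhibition of all tested compounds plus 3 SD, set separately per screening campaign, cut at about 2.9% in these data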;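 note: PERK kinase domain activated by AP20187 dimerizer at 100 nM; 0% = DMSO with dimerizer and 100% = rapamycin at 8.4 µM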
# Target sequence (Q9NZJ5 whole entry, looked up, the tested form may be a part): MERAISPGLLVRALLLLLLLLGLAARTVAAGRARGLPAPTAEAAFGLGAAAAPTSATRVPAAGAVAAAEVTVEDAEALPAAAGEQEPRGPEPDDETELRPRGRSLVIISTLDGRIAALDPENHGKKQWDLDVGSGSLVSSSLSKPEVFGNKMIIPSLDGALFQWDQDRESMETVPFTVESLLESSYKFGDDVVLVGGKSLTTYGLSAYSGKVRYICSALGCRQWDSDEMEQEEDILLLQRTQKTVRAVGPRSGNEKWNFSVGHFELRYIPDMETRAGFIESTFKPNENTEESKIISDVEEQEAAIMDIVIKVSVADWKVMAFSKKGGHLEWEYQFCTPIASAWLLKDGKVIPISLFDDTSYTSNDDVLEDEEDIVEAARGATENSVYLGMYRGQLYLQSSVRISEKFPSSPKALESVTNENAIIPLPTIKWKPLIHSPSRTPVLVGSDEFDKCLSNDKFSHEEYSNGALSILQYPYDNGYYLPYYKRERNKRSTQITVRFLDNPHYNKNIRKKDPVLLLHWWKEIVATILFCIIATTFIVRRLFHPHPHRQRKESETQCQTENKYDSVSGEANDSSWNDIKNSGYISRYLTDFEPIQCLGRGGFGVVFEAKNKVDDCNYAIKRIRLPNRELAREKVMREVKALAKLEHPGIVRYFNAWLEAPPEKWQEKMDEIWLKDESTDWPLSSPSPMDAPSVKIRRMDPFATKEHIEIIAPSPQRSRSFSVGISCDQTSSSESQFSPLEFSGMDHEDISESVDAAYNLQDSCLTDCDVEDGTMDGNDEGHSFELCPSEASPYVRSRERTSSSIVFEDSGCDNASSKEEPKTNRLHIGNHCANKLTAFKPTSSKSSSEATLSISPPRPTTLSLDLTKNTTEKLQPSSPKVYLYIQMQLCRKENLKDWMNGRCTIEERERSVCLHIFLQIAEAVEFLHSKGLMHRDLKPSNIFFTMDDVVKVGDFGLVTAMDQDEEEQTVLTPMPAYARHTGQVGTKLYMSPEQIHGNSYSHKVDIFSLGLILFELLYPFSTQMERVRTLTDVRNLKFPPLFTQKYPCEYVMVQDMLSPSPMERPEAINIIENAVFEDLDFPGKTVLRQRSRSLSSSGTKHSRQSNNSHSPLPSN
# m-calpain inh – inhibitors of pig calpain II, primary screen, biochemical, fluorogenic peptide substrate, 1536-well; inhibition, % at 16 µM; AID 1236, 2008; purified calpain II, 30 min; 220,000 tested, 0.37% active;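 active = inhibition above about 50%, limit read from the data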
# Ba/F3 V617F tox – reduced viability of JAK2V617F-dependent Ba/F3 cells, primary screen, JAK2V617F inhibitor project, cell-based, Ba/F3 EpoR-JAK2V617F, luminescence | ATP luminescence | AID 1446, 2008 | 220,000 tested, 1.1% active | inhibition, % at 5.6 µM;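 active = inhibition above the campaign mean plus 3 SD over all tested compounds, cut at about 24% in these data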;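 note: cytokine-independent growth of Ba/F3 cells driven by EpoR plus mutant JAK2; 0% = DMSO-treated cells and 100% = JAK inhibitor I control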
# S1P4 antagonist – S1P4 receptor antagonists, primary screen, cell-based | Sphingosine 1-phosphate receptor 4 (Homo sapiens), O95977 | S1P4-expressing cells, antagonist mode, reporter read-out | inhibition, % at 4.98 µM | 220,000 tested, 0.26% active | AID 1510, 2009; in the data active = inhibition above about 29%;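 note: 0% = wells stimulated with agonist and 100% = vehicle wells without agonist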
# TRPML3 agonist – human TRPML3 channel agonists, primary screen, cell-based, HEK293 TRPML3-YFP, Fluo-8 calcium fluorescence, 3 µM; Mucolipin-3 (Homo sapiens), Q8TDD5; 100% = the carbachol control signal; activation, % at 3 µM; 220,000 tested, 0.29% active; AID 1448, 2008;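 active = activation above its plate's cutoff, the mean activation of the plate's test wells plus 3 SD, cut at about 12% in these data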;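 note: 0% = DMSO only wells and 100% = carbachol wells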
#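 Material: HEK293 cells stably carrying human TRPML3-YFP; compound dosing: single dose, 3 µM final nominal compound, 0.3% DMSO final; incubation: 1-h 37 °C dye load, 5-s basal, 120-s post-compound reads; technique: Fluo-8 intracellular calcium fluorescence, excitation 470-495 nm, emission 515-575 nm; read-out basis: percent activation from peak-to-basal fluorescence ratio, scaled between DMSO and carbachol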
# TRPN1 ag – zebrafish TRPN1 channel agonists, primary screen, cell-based, HEK293, calcium fluorescence; 220,000 tested, 0.18% active; HEK293 zebrafish TRPN1-YFP, Fluo-8 calcium fluorescence; 100% = response to 87 µM carbachol; transient receptor potential cation channel N1 (TRPN1/NompC), Danio rerio; activation, % at 3 µM;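 active = activation above its plate's cutoff, the mean activation of test wells on that plate plus 3 SD, cut at about 19% in these data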;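 note: 0% = DMSO alone and 100% = 87 µM carbachol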
#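 Material – zebrafish TRPN1-YFP in HEK293 cells · Doses – 3 µM single point · Schedule – dye 1 h 37 °C plus 30 min RT · Signal – Fluo-8 calcium fluorescence, excitation 470-495 nm, emission 515-575 nm · Read-out – % activation versus carbachol response · Control set – carbachol high, DMSO low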
# BaF3 tox – parental Ba/F3 cell viability inhibition, counter-screen for JAK2V617F inhibitor project, murine pro-B, CellTiter-Glo luminescence. AID 1486, 2009. 220,000 tested, 1.1% active. inhibition, % at 5.6 µM. CellTiter-Glo ATP luminescence;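 active = inhibition above a per-campaign cutoff, the mean inhibition of all tested compounds plus 3 SD, cut at about 27% in these data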;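 note: 0% = DMSO wells and 100% = JAK Inhibitor I control wells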
# S1P4 agonist – S1P4 receptor agonists, primary screen, cell-based. S1P4-expressing cell line, agonist reporter assay. Sphingosine 1-phosphate receptor 4 (Homo sapiens), O95977. activation, % at 4.98 µM. AID 1509, 2009. 220,000 tested, 0.35% active; in the data active = activation above about 11%;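 note: 0% = DMSO vehicle and 100% = reference agonist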
# EP2 modulator – EP2 receptor modulators, cAMP readout, primary screen, cell-based, HTRF cAMP, PGE2 stimulation; induction, % at 25 µM; EP2-expressing cells, cAMP HTRF FRET, PGE2 co-stimulation; Prostaglandin E2 receptor EP2 subtype (Homo sapiens), P43116; 260,000 tested, 0.83% active;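 active = compounds whose cAMP rise, as percent of the full-agonist control response, exceeds 60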;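 note: rat C6 glioma line stably carrying human EP2 under a CMV promoter; the protocol text gives 20 µM as final concentration; 100% = response of wells given 1 µM PGE2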
# Starred values were filed as active, the others as inactive; . = no result given; & = joins results of further samples.
SMILES,PERK inh,m-calpain inh,Ba/F3 V617F tox,S1P4 antagonist,TRPML3 agonist,TRPN1 ag,BaF3 tox,S1P4 agonist,EP2 modulator
CCn1c(SCC(=O)Nc2cccc(C(C)=O)c2)nnc1C(C)C,1.2,1,-4,2,-0.6,0.9,6,1.1,-1
CSc1ccc(/C=C/C(=O)c2ccc(NC(=O)Cc3ccccc3)cc2)cc1,-0.7,-35,-1,-1,0.1,0.9,9,0.8,-20
CCc1ccc(C(=O)COC(=O)c2cnc(C)cn2)cc1,1.1,-12,-3,-9,-0.4,1.0,7,1.2,22
CN(C(=O)c1ccc(=O)n(Cc2ccc(Cl)cc2)c1)c1ccccc1,-0.5,0,2,-15,-0.1,0.5,3,2.2,4
COc1ccc(-c2nnc(SCC(=O)NCc3cccs3)n2C)cc1,-0.2,-10,-1,-11,-0.4,-0.8,5,-2.6,4
O=C(NC1=NCCS1)c1ccncc1,1.4,18,0,-6,0.6,1.3,1,-0.5,25
Cc1nnc(N2CCN(c3ccccc3)CC2)c2nn(-c3ccccc3F)c(C)c12,-0.2,.,-1,-13,-0.2,-1.9,0,-3.1,.
Cc1c(-n2c(SCC(=O)NC(C)C)nc3ccccc3c2=O)c(=O)n(-c2ccccc2)n1C,0.1,-5,-2,-10,1.0,-0.4,5,-0.1,31
CCCCNC(=O)c1ccc2c(c1)ncn2C1CCCC1,-1.0,-26,0,-7,0.8,1.4,1,1.9,-7
O=C(Nc1nc2ccccc2s1)c1ccc(F)cc1,0.8,-14,1,-3,3.9,1.7,0,-0.7,-29
CCCCOC(=O)Cn1c(=N)n(CCN2CCOCC2)c2ccccc21,1.2,.,0,-4,1.9,-1.5,8,-0.7,.
O=C(O)c1ccc2cccnc2c1O,0.4,-17,-1,-11,-0.6,-0.3,-1,-1.2,16
CCOc1ccc(-n2c(-c3ccc(Cl)cc3)c[n+]3c2SCC3)cc1,1.4,15,70*,-8,1.5,-1.1,74*,0.9,-13
CCN(CC(=O)Nc1ccc([N+](=O)[O-])cc1OC)CC(=O)NC(C)(C)C,-1.3,38,2,-26,0.6,0.3,8,0.1,-9
CC1CCN(c2ccc(NC(=S)NC(=O)c3ccc(-c4cccc([N+](=O)[O-])c4)o3)cc2)CC1,0.8,-20,-3,-9,-0.1,0.2,5,0.6,-15
C[n+]1ccccc1C1CCCC/C1=N\NC(N)=S (stereo not given),0.7,-19,1,-15,0.7,1.7,3,1.1,32
CCOC(=O)c1c(-c2ccccc2)csc1/N=C/C1C(=O)CCCC1=O,1.1,7,0,3,0.9,1.8,8,0.4,24
CCOC(=O)c1cc(-c2ccc(/C=N\n3cnnc3)o2)ccc1Cl,0.0,16,3,1,0.0,-0.1,4,-3.2,4
C=CCOc1cccc(NC(=O)c2ccccc2SC)c1,-0.3,34,2,5,-1.1,-0.3,0,-1.3,7
COc1cc(NC(=O)Cn2nnc(-c3ccncc3)n2)cc(OC)c1,1.1,-47,2,3,0.6,1.9,3,-3.2,-10
C=CCN1C(=O)CS/C1=C(\C#N)S(=O)(=O)c1ccc(C)cc1,0.8,-15,0,-17,2.7,1.0,3,1.4,9
Cc1cccc(NC(=O)NCc2ccc3c(c2)cc(C)n3C)c1,-0.3,-32,-3,0,1.0,1.5,-1,-1.9,4
CN(CCc1cn[nH]c1)Cc1nc(Cc2ccccc2)no1,1.7,21,-2,-4,1.1,0.6,-2,-1.3,-41
CCCCCOc1ccc(Br)cc1CSC(=N)N,-1.3,22,60*,0,1.8,1.6,47*,0.6,12
CCOc1ccc2nc(SC3CC(=O)N(c4cccc(OC)c4)C3=O)sc2c1 (stereo not given),-0.1,22,0,-19,-0.3,-1.4,3,0.7,-17
O=C(Nc1cccc([N+](=O)[O-])c1)c1cccc(C(=O)Nc2cccc([N+](=O)[O-])c2)c1,0.6,56*,1,23,0.6,2.1,0,1.9,-8
C#CCOCCOCCOCCNc1nc(N2CCN(C(=O)[C@H](Cc3ccc(O)cc3)n3cc([C@@H](N)C(C)CC)nn3)CC2)nc(N2CCN(C(=O)[C@H](Cc3cc4ccccc4[nH]3)n3cc([C@@H](N)CC(C)C)nn3)CC2)n1 (stereo not given in full),1.6,6,-5,5,-0.5,-2.3,-1,-3.7,-17
O=c1c(C=Nc2cccc(C(F)(F)F)c2)c[nH]n1-c1cccc(Cl)n1,4.3*,-3,-1,-19,-0.2,0.6,1,-2.8,-42
O=C(Cn1cnc2cc([N+](=O)[O-])ccc2c1=O)Nc1ccc(Br)cc1,1.7,-19,-6,11,0.2,0.0,-2,0.5,-15
COCCn1c(SCC(=O)N2CC(=O)Nc3ccccc32)nc2ccccc21,0.0,14,-3,-11,0.7,-0.1,5,1.1,18
Cc1nc2ccccn2c1C(=O)NNC(=S)Nc1ccc(Cl)cc1,0.2,-6,0,-5,0.7,2.1,5,0.9,36
Cc1nnc(NC(=O)c2ccc3c(c2)C(=O)N(CC2CCCO2)C3=O)s1 (stereo not given),1.1,16,-1,8,-0.2,-0.3,2,1.4,25
Cc1cc(=O)cc(C)n1-c1ccc(Br)cc1,-0.2,1,1,-10,0.5,1.3,3,-1.0,23
CCC(Oc1ccccc1)C(=O)Nc1ccccn1 (stereo not given),0.7,-13,-2,-7,-0.5,-0.1,89*,-0.1,8&-17
Cc1ccc(S(=O)(=O)N(C)Cc2cc3ccccc3[nH]c2=O)cc1,-0.3,-10,1,-29,0.2,-0.8,2,3.6,-6
CC1(C)CC2(CCO1)C(Nc1ccccc1)=NC(=S)N2c1ccccc1 (stereo not given),0.4,20,7,-5,0.1,-0.2,2,0.6,1
COc1ccc(NC(=O)CCC(=O)N/N=C/c2ccc([N+](=O)[O-])s2)cc1,-0.1,9,4,3,0.9,-0.9,4,0.9,1
CC(C)[C@H](NC(N)=O)C(=O)Nc1ccc(OCc2ccccc2)cc1,0.0,-7,-4,-5,0.6,1.5,1,1.5,-50
CN1CCN(CP(=O)(N2CCOCC2)N2CCOCC2)CC1,0.4,-10,-6,-17,0.5,-0.5,-1,0.4,26
Cc1ccc(CNc2nc(N)c([N+](=O)[O-])c(Nc3ccc(F)cc3)n2)cc1,0.6,-1,-1,-27,0.9,0.8,7,0.1,7

# Filtered by structure, the entries above containing fluorine
SMILES,PERK inh,m-calpain inh,Ba/F3 V617F tox,S1P4 antagonist,TRPML3 agonist,TRPN1 ag,BaF3 tox,S1P4 agonist,EP2 modulator
Cc1nnc(N2CCN(c3ccccc3)CC2)c2nn(-c3ccccc3F)c(C)c12,-0.2,.,-1,-13,-0.2,-1.9,0,-3.1,.
O=C(Nc1nc2ccccc2s1)c1ccc(F)cc1,0.8,-14,1,-3,3.9,1.7,0,-0.7,-29
O=c1c(C=Nc2cccc(C(F)(F)F)c2)c[nH]n1-c1cccc(Cl)n1,4.3*,-3,-1,-19,-0.2,0.6,1,-2.8,-42
Cc1ccc(CNc2nc(N)c([N+](=O)[O-])c(Nc3ccc(F)cc3)n2)cc1,0.6,-1,-1,-27,0.9,0.8,7,0.1,7

# Record cards (already shown). Order of screens: PERK inh | m-calpain inh | Ba/F3 V617F tox | S1P4 antagonist | TRPML3 agonist | TRPN1 ag | BaF3 tox | S1P4 agonist | EP2 modulator
# Cc1ccc(S(=O)(=O)N(C)Cc2cc3ccccc3[nH]c2=O)cc1 across the screens: -0.3 | -10 | 1 | -29 | 0.2 | -0.8 | 2 | 3.6 | -6
# CC(C)[C@H](NC(N)=O)C(=O)Nc1ccc(OCc2ccccc2)cc1 across the screens: 0.0 | -7 | -4 | -5 | 0.6 | 1.5 | 1 | 1.5 | -50
# O=C(Nc1cccc([N+](=O)[O-])c1)c1cccc(C(=O)Nc2cccc([N+](=O)[O-])c2)c1 across the screens: 0.6 | 56* | 1 | 23 | 0.6 | 2.1 | 0 | 1.9 | -8

# (next part)
SMILES,PERK inh,m-calpain inh,Ba/F3 V617F tox,S1P4 antagonist,TRPML3 agonist,TRPN1 ag,BaF3 tox,S1P4 agonist,EP2 modulator
CC(C)NC(=O)CSc1nc(-c2cccs2)cc(-c2ccccc2)c1C#N,0.8,-358,-5,-4,0.4,1.6,1,3.2,13
CCc1nnc(NC(=O)CC(=O)Nc2ccccc2C(=O)O)s1,1.1,-19,-2,-34,0.6,-0.2,-1,0.6,17
CCOC(=O)C1=C(CC)OC(N)=C(C#N)C1c1ccc(NC(C)=O)cc1 (stereo not given),-0.5,-23,-2,3,0.4,-0.3,-1,0.8,15
Cc1ccc(C)c(CS(=O)(=O)c2cn(CC(=O)N3CCCCC3)c3ccccc23)c1,0.9,-5,1,-7,-0.7,-1.0,10,-0.2,32
COc1ccc(OC)c(S(=O)(=O)N(C)CC(=O)Nc2ccc3c(c2)OCO3)c1,-0.6,-33,1,-7,-0.8,0.8,2,-0.5,-2
CCOC(=O)N1CCN(C(=O)COc2ccc(S(=O)(=O)Nc3ccc(OCC)cc3)cc2)CC1,-0.3,-23,-2,1,1.1,4.0,3,1.8,7
COC(=O)c1ccccc1NC(=O)NCc1cccnc1,1.1,12,-2,15,0.8,1.0,1,-1.0,8
CC(C)(C)c1ccc(/C=C2\Oc3cc(OC(=O)N4CCOCC4)ccc3C2=O)cc1,0.8,10,4,0,0.3,0.8,9,0.9,11
CC1CCN(C(c2cc3cc4c(cc3[nH]c2=O)OCO4)c2nnnn2CC2CCCO2)CC1 (stereo not given),-0.3,-57,-1,5,-0.2,0.6,0,-0.3,2&-18
COc1cccc(C(=O)Nn2c(-c3cccs3)nc3ccccc3c2=O)c1OC,-0.5,2,0,1,0.2,2.3,6,1.4,19
CCOC(=O)c1ccc(NC(=O)CN(C)S(=O)(=O)c2ccc(Br)s2)cc1,-0.7,7,1,5,-0.4,-0.3,7,1.1,-58
Cc1[nH][nH]c(=O)c1C(c1c(C)[nH][nH]c1=O)c1cn(C)c2ccccc12,-0.2,19,3,5,0.0,0.6,7,-0.5,2
CCc1ccc(Cn2nnc(C(=O)NCc3ccccc3OC)c2N)cc1,1.0,-1,-3,-23,2.3,2.4,4,-0.7,6
Cc1[nH]n(-c2ccccc2)c(=O)c1C=NC1CCCCC1,0.4,-32,-2,2,0.5,0.0,8,1.6,24
Cc1cccc(OCc2nnc(SCC(=O)N3CCc4ccccc43)n2C)c1,-0.1,2,-5,-11,-0.9,-0.5,2,3.8,-47&-50
